GalR3 antag = antagonists of human GalR3; HEK293 GalR3-CNG cAMP membrane potential fluorescence; galR3 body fused to GalR1 C-terminus; O60755; AID 651719; 360,000 tested, 0.44% active; inhibition, % at 3 µM;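 active means inhibition above the screen-wide average plus 3 SD, cut at about 13% in these data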;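 further: forskolin and galanin both at EC90 stimulate the cells; cAMP rise reported by CNG channel membrane potential dye signal; 0% = forskolin plus galanin with DMSO and 100% = forskolin alone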
Target sequence (O60755 1-299 limits assumed): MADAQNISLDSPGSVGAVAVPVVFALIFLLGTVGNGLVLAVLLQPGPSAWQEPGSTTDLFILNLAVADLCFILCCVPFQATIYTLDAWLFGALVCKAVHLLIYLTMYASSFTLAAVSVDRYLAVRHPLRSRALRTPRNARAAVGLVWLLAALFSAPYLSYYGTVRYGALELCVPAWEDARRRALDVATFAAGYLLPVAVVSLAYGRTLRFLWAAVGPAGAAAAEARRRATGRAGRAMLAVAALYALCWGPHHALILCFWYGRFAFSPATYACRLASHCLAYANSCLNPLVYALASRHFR
SUMO HTRF inh = SUMOylation inhibition | P63279 | HTRF SUMOylation assay, SAE1/SAE2 + UBC9, in vitro | inhibition, % at 35 µM | 290,000 tested, 0.36% active | AID 2006; in the data active means inhibition above about 50%, passing the limit was not always enough; further: strong numbers were not always called active
Target sequence (P63279 whole entry, looked up): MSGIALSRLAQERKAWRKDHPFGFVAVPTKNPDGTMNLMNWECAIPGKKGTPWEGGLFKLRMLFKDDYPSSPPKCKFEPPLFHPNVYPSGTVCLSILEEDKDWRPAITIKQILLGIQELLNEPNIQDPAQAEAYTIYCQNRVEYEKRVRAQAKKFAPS
MEKK2wt PB1 HTS = raises or lowers MEK5 binding to wildtype human MEKK2 PB1 domain; binding response (% of control), % at 10 µM; Q9Y2U5; AID 1531; bead flow cytometry, Alexa488-MEK5 binding to MEKK2 WT; actives lie on both sides; 290,000 tested, 1.1% active; in the data active means binding response below about 67% or above about 130%
HCV NS3 hel inh = HCV NS3 helicase inhibition; AID 1800; inhibition, % at 10.9 µM; 290,000 tested, 0.56% active; NS3 helicase DNA unwinding, Cy5 molecular beacon fluorescence;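 active means inhibition above the mean of all tested compounds plus 3 SD, set per campaign, cut at about 35% in these data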;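 further: 0% = DMSO wells and 100% = thioflavine S control wells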
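Measured by: Cy5 fluorescence, 0 and 60 min reads / Assay system: NS3 helicase fragment of HCV / Control set: low DMSO, high thioflavine S at 110 µM / Times: 1 h reaction at 25 °C, ATP-initiated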
CRFBP-R2 block = antagonists of CRF-binding protein/CRF-R2 receptor complex | HEK293 CRF-R2/CRF-BP, CRF-induced calcium fluorescence | inhibition, % at 11.8 µM | 350,000 tested, 0.59% active | AID 588475;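 active means inhibition of the ligand-induced calcium signal above about 50% at the single tested concentration, limit read from the data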
DNA FID counter = displaces DNA intercalator in HCV helicase counter-screen; DNA fluorescent intercalator displacement, fluorescence; 290,000 tested, 0.17% active; inhibition, % at 7.9 µM; in the data active means inhibition above about 37%;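 further: 0% = vehicle and 100% = reference compound; higher means more ethidium bromide displaced from hairpin DNA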
CRFR2-BP ag = agonists of human CRF-binding protein/CRF-R2 receptor complex; HEK293 CRF-R2/CRF-BP, calcium dye fluorescence (FLIPR); percent of saturating CRF peptide response; activation, % at 13.2 µM; 350,000 tested, 0.46% active; AID 588473;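 active means activation of at least 50%, plus an integration ratio under a set limit after plate pattern correction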;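 further: plate controls were neutral control wells without compound for no effect and CRF at EC100 for full effect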
MEKK2 mut-MEK5 = signal of MEK5 binding to mutant human MEKK2 PB1 domain; bead flow cytometry, Alexa488-MEK5 binding to MEKK2 mutant; percent response, % at 10 µM; 290,000 tested, 0.35% active; in the data active means percent response above about 24%, passing the limit was not always enough; further: inactives centre near 1; some results filed as inactive read as strong as hits
MEKK3 PB1 HTS = MEKK3-MEK5 PB1 interaction, increase or decrease; Q99759; bead-based flow cytometry, Alexa488-MEK5 binding to MEKK3; actives lie on both sides; 0 = blocked by unlabeled MEK5, 100 = vehicle; binding response (% of control), % at 10 µM; 290,000 tested, 1.4% active;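 active means binding response more than 3 SD above or below the average of its plate-row segment, actives on both sides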;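 further: Alexa488 bead fluorescence after subtracting the streptavidin-only scavenger bead signal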
The depositor's hits bear a star; / = no result given; & = joins results of further samples. A portion of the library, so the mix of outcomes need not match the whole.

#	Molecule	GalR3 antag	SUMO HTRF inh	MEKK2wt PB1 HTS	HCV NS3 hel inh	CRFBP-R2 block	DNA FID counter	CRFR2-BP ag	MEKK2 mut-MEK5	MEKK3 PB1 HTS
1	Cc1ccc2c(CN3CC(C)CC(C)C3)cc(=O)oc2c1C (stereo not drawn)	-5	-11	101	-1	-22	-17	0.7	2	102
2	CC(=O)c1ccc(NC(=O)Cc2ccsc2)cc1	-9	-2	103	-6	-2	5	0.3	-1	103
3	COc1ccc(-c2cc3ccccc3n2CC(O)CN2CCOCC2)cc1 (stereo not drawn)	-3	30	99	-14	-11	3	4.9	-1	99
4	CCC(C)NC(=O)C1CCN(C(=O)COc2ccc3c4c(c(=O)oc3c2C)CCCC4)CC1 (stereo not drawn)	-6	-10	99	-15	-14	-15	-1.4	-6	94
5	O=C(COc1cccc2ccccc12)NCc1cccnc1	-6	21	/	3	0	-11	-0.4	/	/
6	CCOC(=O)CCn1cnc2ccc([N+](=O)[O-])cc2c1=O	-6	27	101	2	3	-4	-0.1	2	99
7	Cc1ccc(CCNC(=O)CCS(=O)(=O)c2cc3c(cc2C)NC(=O)CO3)cc1	/	9	93	15	4	-19	-4.7	-7	97
8	CCOc1cc(CNC(C)C)c(Cl)cc1OCC(=O)NCCc1ccccc1	-6	-5	100	24	-9	25	1.9	7	102
9	Cc1ccc(-c2cn(-c3ccc(OC(F)F)cc3)c3[n+]2CCCCC3)cc1	3	1	94	-1	15	20	-1.7	-8	90
10	CC(=O)NC[C@H]1CN(c2ccc(N3CCOCC3)c(F)c2)C(=O)O1	/	12	105&99	-5	/	1	/	0&2	102&102
11	COc1ccccc1NC(=O)/C(C#N)=C/c1ccc(OCCN2CCOCC2)c(OC)c1	/	10	105	-4	7	-3	0.5	1	103
12	Cc1ccc(CN2CCC(C(=O)NCCC(C)C)CC2)o1	1	3	100	2	14	0	4.6	1	99

Reprinted at random: 4 compounds from above
#	Molecule	GalR3 antag	SUMO HTRF inh	MEKK2wt PB1 HTS	HCV NS3 hel inh	CRFBP-R2 block	DNA FID counter	CRFR2-BP ag	MEKK2 mut-MEK5	MEKK3 PB1 HTS
12	Cc1ccc(CN2CCC(C(=O)NCCC(C)C)CC2)o1	1	3	100	2	14	0	4.6	1	99
9	Cc1ccc(-c2cn(-c3ccc(OC(F)F)cc3)c3[n+]2CCCCC3)cc1	3	1	94	-1	15	20	-1.7	-8	90
3	COc1ccc(-c2cc3ccccc3n2CC(O)CN2CCOCC2)cc1 (stereo not drawn)	-3	30	99	-14	-11	3	4.9	-1	99
4	CCC(C)NC(=O)C1CCN(C(=O)COc2ccc3c4c(c(=O)oc3c2C)CCCC4)CC1 (stereo not drawn)	-6	-10	99	-15	-14	-15	-1.4	-6	94

New compounds follow.
#	Molecule	GalR3 antag	SUMO HTRF inh	MEKK2wt PB1 HTS	HCV NS3 hel inh	CRFBP-R2 block	DNA FID counter	CRFR2-BP ag	MEKK2 mut-MEK5	MEKK3 PB1 HTS
13	COc1ccccc1NS(=O)(=O)N(C)C	-4	0	101	3	0	0	-0.4	2	100
14	O=C(/C=N/O)NCc1cccnc1	-2	-13	104	1	17	-1	0.4	2	100
15	CCOC(=O)N1C=CC=C[C@@H]2[C@@H](N3C(=O)c4ccccc4C3=O)C(=O)N21	2	3	98	-7	3	-2	-0.6	-2	98
16	CC(C)CCNC(=O)C1CCCN(S(=O)(=O)c2ccc(F)cc2)C1 (stereo not drawn)	-3	19	92	-24	7	-10	5.6	-4	91
17	CCOc1ccc(-c2noc(CCC(=O)NCC3CCCO3)n2)cc1OC (stereo not drawn)	-9	6	96	15	-13	-14	-0.2	-2	99
18	CC(=O)OC1OCCOC1NC(=S)Nc1ccc(C)cc1 (stereo not drawn)	-4	16	82	-7	-3	3	-0.2	-13	97
19	O=c1c2ccccc2nc2n1C(CSCc1cccc(C(F)(F)F)c1)CS2 (stereo not drawn)	0	21	100	6	32	-12	-4.6	4	100
20	Cc1cc(C)nc(SCc2ccc(C(=O)N/N=C3\CC(C)CC(C)(C)C3)cc2)n1 (stereo not drawn)	6	-11	107	-3	-5	-5	-1.3	5	97
21	O=C(COC(=O)C1(c2cccc(F)c2)CCCC1)NCc1cccs1	0	3	95	-9	-3	-12	-8.9	-1	102
22	O=C(Nc1ccncc1)C1(c2ccccc2)CCCC1	-8	8	101	-12	-14	1	-1.7	3	102
23	Cc1cccc(N(CC(=O)NC(C)C)C(=O)CCC(=O)Nc2ccccn2)c1	-10	2	94	6	6	-31	1.3	7	95
24	O=C1COc2ccc(N3C(=O)C=CC3=O)cc2N1	/	24	100	-24	/	-3	/	0	102
25	Cc1ccc(CNC(=O)c2ccc(OCC3CCCO3)cc2)cc1 (stereo not drawn)	1	11	103	7	3	-20	2.5	-1	99
26	O=C(Cn1cnc2ccccc21)NCc1ccccc1	-2	-5	98	0	33	1	3.0	-2	92
27	CC(C(=O)N1CCN(Cc2ccccc2)CC1)c1ccc([N+](=O)[O-])cc1 (stereo not drawn)	-6	22	76	-1	-5	-6	9.3	-30	86
28	CC(C)C(NC(=O)c1ccccc1)c1nnc(SCC(=O)NC2CCCC2)n1C (stereo not drawn)	-4	14	98	3	-3	-16	-1.2	7	100
29	CCCOc1cc(CN2CCCCC2)cc(C(C)=O)c1	-4	2	105	-1	-7	6	-0.8	5	101
30	CCOC(=O)C(=NCC1CCCO1)NNc1cc(Cl)ccc1Cl (stereo not drawn)	-4	-27	84	-10	-3	-2	-3.0	-23	87
31	CN(C)S(=O)(=O)c1ccc(N2CCCC2)c(C(=O)NCc2ccc(Cl)cc2)c1	1	1	103	-8	-11	-25	1.3	4	101
32	O=C(CSc1nc2ccccc2c(=O)n1-c1ccc(SC(F)F)cc1)Nc1ccc(N2CCOCC2)cc1	-5	4	99	5	14	0	9.2	3	103
33	Cc1nc(SCc2ccc(F)cc2)c2oc3ccccc3c2n1	-5	-9	88	5	14	-2	2.6	-8	89
34	NS(=O)(=O)c1ccc(CNS(=O)(=O)c2ccc3c(c2)OCCO3)cc1	3	10	96	0	8	-6	-0.4	-1	99
35	O=S(=O)(Nc1nnc(C2CC2)s1)c1ccccc1	-8	-10	104	4	-6	-1	2.6	6	101
36	CC(NC(=O)c1ccccc1)c1nnc(SCC(=O)NC2=NCCS2)n1C (stereo not drawn)	-7	7	99	2	1	-10	-0.3	1	97
37	CCc1n[nH]c(=S)n1/N=C/c1ccccc1OCc1ccc(Cl)cc1	-8	4	102	6	18	-5	-2.9	-2	104
38	CCCCNC(=O)Cc1coc2ccc3ccccc3c12	-6	-1	101	-4	5	-8	-2.2	1	100
39	Cc1ccc(CCNC(=O)C2CCN(S(=O)(=O)c3ccc4c(c3)NC(=O)C(C)S4)CC2)cc1 (stereo not drawn)	-10	0	95	-12	-5	-59	1.5	-5	95
40	COc1ccc(CN2CCNC(=O)C2CC(=O)N(C)CCCN2CCOCC2)cc1C (stereo not drawn)	-10	-15	104	0	8	-11	-0.1	1	101
41	N#C/C(=N/Nc1ccccc1[N+](=O)[O-])C(N)=S	-5	7	100	-4	18	5	17	-14	92
42	O=C(C1CC(=O)N(c2ccc(Cl)cc2)C1)N1CCCCCC1 (stereo not drawn)	-1	27	102	2	-3	-10	-0.8	-3	101
43	CC(Sc1nc2nn(-c3ccccc3)c(=O)c-2c2n1CCCCC2)C(N)=O (stereo not drawn)	8	10	97	-1	0	-9	1.1	-6	98
44	COCCNC(=O)c1cccc(OC2CCN(Cc3ccc(C(=O)OC)cc3)CC2)c1	-12	8	114	1	1	-7	1.6	10	107
45	CCC(C)(C(=O)NC1CCCC1)N(C)C(=O)c1ccccn1 (stereo not drawn)	8	5	106	7	-7	-3	-2.6	1	105
46	CCOC(=O)c1c(NC(=O)c2cccs2)sc2c1CCC2	-3	26	92	/	-28	/	1.4	-1	88
47	COc1cc(CNCCCN2CCOCC2)cc(Br)c1OCC(=O)N1CCCCC1	1	4	105	-1	-14	18	4.0	1	100
48	O=C(Cc1cccs1)Nc1nnc(Cc2ccc(F)cc2)s1	-6	-7	/	6	/	-8	/	/	/
49	COc1ccc(CNC(=O)CN(Cc2ccco2)C(=O)CCC(=O)Nc2ccccn2)cc1	-7	2	106	21	-6	-31	-0.8	1	106
50	NC(=O)CN(c1ccccc1)C1SC(=O)N(Cc2ccccc2)C1=O (stereo not drawn)	0	7	100	3	7	-1	-1.6	7	102
51	C/C(=N\NS(=O)(=O)c1ccc(C)cc1)c1ccc(C)o1	-4	8	107	-6	7	-4	0.7	4	102
52	COc1ccccc1C(=O)NCC(=O)N/N=C/c1ccc2c(c1)OCO2	-10	0	109	-5	0	-16	0.1	3	101
53	O=[N+]([O-])c1ccc(N/N=C2\CC3CC=CC23)cc1 (stereo not drawn)	-9	10	89	-7	-23	10	0.5	-2	93
54	CC(=C\c1ccccc1)/C=C1/SC(=S)N(CCC(=O)O)C1=O	-10	5	78	51*	21	-9	-5.0	-20	68
55	CCCC1(C(=O)OC)NC(c2ccco2)C2C(=O)N(c3ccc(C)cc3)C(=O)C21 (stereo not drawn)	2	-7	107	10	31	-14	-1.8	5	103
56	CSc1ccccc1OCc1cc(C(=O)NCCC2=CCCCC2)no1	-1	16	98	-2	-1	-19	3.5	4	101
57	CCCc1nnc(NC(=O)CCS(=O)(=O)c2ccccc2)s1	-8	-7	103	1	-2	-10	0.3	-3	102
58	COc1ccc(C2C=C(C34CC5CC(CC(C5)C3)C4)NC(=S)N2)cc1 (stereo not drawn)	-4	0	96	-15	-35	-19	-1.2	-3	94
59	CCc1cccc(CC)c1NC(=O)COC(=O)Cc1ccsc1	-7	-12	99	7	19	-4	-4.8	13	101
60	Cn1ncc2nc[nH]c(=O)c21	-8	-7	103	-4	7	-4	2.2	-2	100
61	O=C(CSCc1ccc([N+](=O)[O-])cc1)NC1CC1	-6	21	95	0	4	-1	-0.9	-1	112

High-throughput results deposited in PubChem by several laboratories.
